Compound activity deposited in PubChem BioAssay by several laboratories.
MrgX1 PAM = positive allosteric modulators of MrgX1, primary screen, HEK293 cells, Fluo-4 calcium flux. AID 588675, 2011. 310,000 tested, 0.63% active. B-score at 10 µM. FDSS; active compounds read high;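 active = plate-corrected calcium response at least 3 library SD above typical, normal starting fluorescence, not activating the receptor alone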;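 note: compound read alongside a low EC10 to EC30 dose of BAM8-22 agonist; peak minus trough fluorescence over baseline measured at the second addition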
TRPC4 agonist = activators of mouse TRPC4 channel, primary screen, Fluo4 calcium, HEK293 TRPC4beta/mu-opioid cells | Short transient receptor potential channel 4 (Mus musculus), Q9QUQ5 | Fluo4 calcium fluorescence; active compounds read high | B-score at 10 µM | 310,000 tested, 0.49% active | AID 2237, 2010;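 active = B-score above 5 SD of library B-scores, and initial fluorescence ratio not above library mean plus 5 SD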;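 note: positive B-score marks a calcium rise read as TRPC4 activation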
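Assay system: HEK293 stable line with TRPC4beta plus mu-opioid receptor; schedule: 45 min room-temperature Fluo4 loading, 110 s read; technique: kinetic Fluo4 calcium fluorescence; evaluation: integrated baseline-normalised fluorescence ratio, converted to per-well B score; controls: buffer (low) and maximal DAMGO (high)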
TRPC6 activator = mouse TRPC6 channel activators, primary screen, cell-based, HEK293, membrane potential dye; HEK293-TRPC6 membrane potential dye fluorescence; active compounds read high; Short transient receptor potential channel 6 (Mus musculus), Q61143; B-score at 10 µM; 310,000 tested, 0.13% active;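 active = B-score of the integrated fluorescence ratio above library mean plus 3 SD, and starting fluorescence ratio within library mean plus 5 SD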;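 note: higher score means more depolarization so channel activation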
Target sequence (Q61143 whole entry, looked up): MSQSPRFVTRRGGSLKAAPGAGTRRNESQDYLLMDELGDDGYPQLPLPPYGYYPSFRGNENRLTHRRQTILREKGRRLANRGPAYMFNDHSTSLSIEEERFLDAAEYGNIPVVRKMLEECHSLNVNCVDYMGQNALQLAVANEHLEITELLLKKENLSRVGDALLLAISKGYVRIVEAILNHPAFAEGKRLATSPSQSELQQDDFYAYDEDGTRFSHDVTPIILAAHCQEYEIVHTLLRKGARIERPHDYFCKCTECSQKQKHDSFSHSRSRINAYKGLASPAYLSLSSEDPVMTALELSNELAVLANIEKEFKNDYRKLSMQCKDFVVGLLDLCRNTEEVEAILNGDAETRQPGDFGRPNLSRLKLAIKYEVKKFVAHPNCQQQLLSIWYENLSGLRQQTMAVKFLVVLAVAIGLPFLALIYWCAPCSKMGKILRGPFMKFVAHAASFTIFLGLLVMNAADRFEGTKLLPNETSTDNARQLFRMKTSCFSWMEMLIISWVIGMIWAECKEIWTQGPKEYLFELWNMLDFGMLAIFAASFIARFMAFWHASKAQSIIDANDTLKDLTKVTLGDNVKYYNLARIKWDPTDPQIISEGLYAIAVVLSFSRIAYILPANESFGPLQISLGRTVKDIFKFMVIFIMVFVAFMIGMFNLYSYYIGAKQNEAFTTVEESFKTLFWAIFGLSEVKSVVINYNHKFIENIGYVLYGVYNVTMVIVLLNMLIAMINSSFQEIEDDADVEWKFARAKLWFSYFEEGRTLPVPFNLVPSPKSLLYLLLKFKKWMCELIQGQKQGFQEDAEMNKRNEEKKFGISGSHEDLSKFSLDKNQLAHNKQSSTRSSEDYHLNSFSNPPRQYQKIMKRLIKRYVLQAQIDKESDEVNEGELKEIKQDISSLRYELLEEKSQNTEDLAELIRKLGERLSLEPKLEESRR
MrgX1 antag = antagonists of human MrgX1 receptor, primary screen, HEK293 cells, Fluo-4 calcium flux. Mas-related G-protein coupled receptor member X1 (Homo sapiens), Q96LB2. BAM8-22 antagonism; active compounds read low. B-score at 10 µM. 310,000 tested, 1.3% active;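 active = calcium-response B-score plate-corrected more than 3 library SD below zero, starting fluorescence within 5 deviations, no agonist response on first addition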;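 note: peak minus trough fluorescence over baseline after final BAM8-22 challenge near maximal dose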
TRPC4 PAM = positive allosteric modulators of TRPC4, primary screen, cell-based, mouse TRPC4beta, HEK293 mu-opioid, Fluo-4 calcium | B-score at 10 µM | 310,000 tested, 0.42% active | DAMGO EC20, Fluo-4 Ca2+ flux; active compounds read high;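 active = B-score of calcium response area above 5 SD of library B-scores, with initial fluorescence ratio within 5 SD of library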;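 note: B-score of integrated fluorescence ratio over time as area under calcium response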
MrgX1 ag = agonists of human MrgX1 receptor, primary screen, HEK293 cells, Fluo-4 calcium flux; Mas-related G-protein coupled receptor member X1 (Homo sapiens), Q96LB2; Fluo-4 calcium fluorescence, agonist mode; active compounds read high; B-score at 10 µM; 310,000 tested, 0.44% active;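 active = calcium response B-score plate-corrected fluorescence ratio at least 3 library SD, with starting fluorescence B-score inside 5 SD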
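System: HEK293 cells stably expressing human MrgX1 receptor; Dosing: test compound in the initial addition of three; Schedule: overnight plating, then 30 min 37 °C plus 30 min room-temperature dye loading; Detection: kinetic calcium dye fluorescence, Fluo-4 NW; Controls: per-plate positive and negative controls for Z′ factor.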
PolyA inh = polyadenylation inhibitors in yeast reporter cells, primary screen, luminescence, S. cerevisiae | S. cerevisiae SKY197-pL101 polyadenylation reporter, beta-gal luminescence; efflux-impaired pdr1/pdr3 knockout yeast; score 100 = 6 SD above DMSO | calls only at 12 µM | 300,000 tested, 0.02% active;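 active = lowest replicate activity score at least 50, where 100 means six control SD above control mean; inconclusive = lowest score under 50 but half or more replicates reach 50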;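 note: yeast exposed to compound for 9 h at 30 °C; higher score means more reporter readthrough which indicates perturbed polyadenylation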
HIF activator = HIF pathway transcriptional activators, primary screen, cell-based, U2OS HRE-luciferase, luminescence; U2OS HRE-luciferase reporter; normalized: DMSO 0%, desferrioxamine 100%; 300,000 tested, 0.32% active; AID 1910, 2009; activation, % at 7.5 µM (by protocol);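 active = mean activation of at least 10% of the iron chelator positive control signal, with at least half of replicates also reaching 10%; inconclusive = mean and replicate majority disagree about reaching 10%; inactive = mean and most replicates under 10%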
AI-2 QS mod = Vibrio harveyi AI-2 quorum sensing modulators, primary screen, JMH597 strain, luminescence/OD600 ratio; Vibrio harveyi JMH597 AI-2 luminescence/OD600 ratio, 9 h; active compounds read low; strain lacks LuxN and CqsS sensors; 0 = neutral-control median; activity change, % at 7.5 µM; 300,000 tested, 0.4% active; in the data active = activity change below about -75%, passing the limit was not always enough; inconclusive = no clear call, values can overlap the other calls;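 note: luminescence divided by OD600 gain over 9 h not by final OD600 alone; inactives centre near 13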
TRPC4 block = inhibitors of mouse TRPC4 channel, primary screen, Fluo4 calcium, HEK293 TRPC4beta/mu-opioid cells | B-score at 10 µM | DAMGO-evoked Fluo4 calcium flux; active compounds read low | 300,000 tested, 0.39% active | Short transient receptor potential channel 4 (Mus musculus), Q9QUQ5;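 active = B-score over 3 SD under the library average, no early fluorescence shift, positive overall ratio signal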
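Material: HEK293 cells with stable TRPC4beta plus mu-opioid receptor expression; probe or stimulus: DAMGO in two steps, submaximal then maximal; technique: Fluo4 calcium fluorescence by kinetic imaging, 5 s 1 Hz baseline; measure: integrated fluorescence ratio relative to baseline, converted to per-well B score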
TRPC6 inh = mouse TRPC6 channel inhibitors, primary screen, cell-based, HEK293, membrane potential dye; AID 2553, 2010; 310,000 tested, 1.1% active; B-score at 10 µM; ACh-evoked depolarization; active compounds read low; Short transient receptor potential channel 6 (Mus musculus), Q61143;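 active = B-score under library mean minus 3 SD, initial fluorescence not abnormally high, positive integrated signal ratio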;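 note: B-score derived from integrated fluorescence ratio over the kinetic read; more negative B-score means stronger inhibition of depolarization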
Active calls of the source: *; i = inactive; ? = inconclusive; . = no result given. Only part of the results is shown (hit frequency here may not be typical).

SMILES	MrgX1 PAM	TRPC4 agonist	TRPC6 activator	MrgX1 antag	TRPC4 PAM	MrgX1 ag	PolyA inh	HIF activator	AI-2 QS mod	TRPC4 block	TRPC6 inh
Cc1cn(C2CC3OCC3O2)c(=O)[nH]c1=O (stereo not given)	i	i	i	i	i	i	i	-0.6	11	i	i
O=C(COC(=O)CNC(=O)c1cccc(F)c1)NCCC1=CCCCC1	i	i	i	i	i	i	i	0.0	-3	i	i
CCn1cc(CNC(=O)C2CCC(=O)N(CCc3cccc(F)c3)C2)cn1 (stereo not given)	.	i	i	.	i	.	i	0.5	31	i	i
COc1ccc(F)c(CN2CCC(N3CCC(C(=O)N4CCOCC4)CC3)CC2)c1	i	i	i	i	i	i	i	-0.1	18	i	i
Cc1ccc(S(=O)(=O)N2CCN(CC(=O)N/N=C\C(Cl)=C\c3ccccc3)CC2)cc1	i	i	i	i	i	i	i	-0.3	6	i	i
CCOC(=O)N1CCC(N2C(=O)c3ccccc3C2Nc2cc(C(=O)OC)cc(C(=O)OC)c2)CC1 (stereo not given)	i	i	i	i	i	i	i	-0.4	13	i	i
COCCN1C(=O)c2cc(C(=O)Nc3ccc(OC)c(OC)c3)ccc2C1Nc1ccc(OC)c(OC)c1 (stereo not given)	i	i	i	i	i	i	i	-0.4	12	i	i
O=C(CCN1CCN(Cc2ccccc2)CC1)NNC(=O)Cc1ccc(Cl)c(Cl)c1	i	i	i	i	i	i	i	-0.6	34	i	i
COc1ccc(NC(=O)CCCN(C)S(=O)(=O)c2ccc(C)cc2)cc1	i	i	i	i	i	i	i	.	16	i	i
COc1cccc(NC(=O)Nc2cccc(C(=O)O)c2)c1	i	i	i	i	i	i	i	-2.5	22	i	i
C/C(CC(=O)Nc1ccccc1[N+](=O)[O-])=N\NC(=O)COc1ccccc1C	i	i	i	i	i	i	i	-0.4	11	i	i
Cc1ccc(C(=O)Oc2ccccc2N2C(=O)C3CCCCC3C2=O)cc1 (stereo not given)	i	i	i	i	i	i	i	2.5	13	i	i
O=C(O)CC12CC3CC(C1)CC(n1ncc(NCC4CCCO4)c(Cl)c1=O)(C3)C2 (stereo not given)	i	i	i	i	i	i	i	0.1	3	i	i
Cc1cc(/C=N/NC(=O)c2cccs2)c(C)n1-c1cnccn1	i	i	i	i	i	i	i	1.5	8	i	i
O=C(/C=C/c1ccc(OC(F)F)cc1)Nc1cccc(S(=O)(=O)NC2=NCCCCC2)c1	i	i	i	-8.2*	i	i	i	2.4	24	i	i
Cc1cc(N2CCN(c3ccccn3)CC2)n2cc(-c3ccccc3)nc2n1	i	i	i	i	i	i	i	0.4	17	i	i
C=CCSc1nc2sc3c(c2c(=O)n1-c1ccccc1)CCN(C)C3	i	i	i	i	i	i	i	-2.2	12	i	i
CCCCCn1c(SCCN2CCOCC2)nc2c1c(=O)[nH]c(=O)n2C	i	i	i	i	i	i	i	-0.8	17	i	i
Cn1cc(C(=O)C(=O)N2CCCc3ccccc32)c2ccccc21	i	i	i	i	i	i	i	0.6	19	i	i
Cc1ccc(CNC(=O)[C@H](Cc2ccccc2)NC(=O)C2CCNCC2)cc1	i	i	i	i	i	i	i	0.1	27	i	i
Cc1ccc(CNC(=O)[C@H](C)NC(=O)C2CCN(C(=O)[C@@H]3CCCN3C(=O)OC(C)(C)C)CC2)cc1	i	i	i	i	i	i	i	0.1	23	i	i
COc1ccc(CNC(=O)C(=O)NCCC2CCCCN2S(=O)(=O)c2cccs2)cc1 (stereo not given)	i	i	i	i	i	i	i	-0.4	9	i	i
Cc1c(Cl)cccc1NC(=O)CCNC(=O)N1CC(=O)Nc2ccccc21	i	i	i	i	i	i	i	0.4	23	i	i
CC(OC(=O)Cn1cnc2c1c(=O)n(C)c(=O)n2C)C(=O)Nc1ccc(Cl)cc1 (stereo not given)	i	i	i	i	i	i	i	-10.0	13	-8*	i
Cc1noc(C)c1S(=O)(=O)N1CCC(C(=O)NCCC2=CCCCC2)CC1	i	i	i	i	i	i	i	-0.6	.	i	i
CN(N)c1ccc2c(C(F)(F)F)cc(C(F)(F)F)nc2n1	i	i	i	i	i	i	i	0.0	11	i	i
O=C(OCC(=O)N1CCc2ccccc21)c1cccc(S(=O)(=O)N2CCCc3ccccc32)c1	i	i	i	i	i	i	i	0.2	17	i	i
Nc1nnc(SCC(=O)NCc2ccc3c(c2)OCO3)s1	i	i	i	i	i	i	i	-0.4	16	i	i
Cc1ccc(S(=O)(=O)c2c(COC(=O)c3ccccc3Cl)c(-c3ccccc3)nn2C)cc1	i	i	i	i	i	i	i	-0.4	9	i	i
Cc1ccccc1NC(=O)C1C2CCC(O2)C1C(=O)O (stereo not given)	i	i	i	i	i	i	i	-0.3	32	i	i
N[C@@H](Cc1ccccc1)C(=O)N1CCC(C(=O)N[C@@H](CCC(=O)O)C(=O)O)CC1	i	i	i	i	i	i	i	-0.7	16	i	i
CCOC(=O)CSc1nc(C)c(C(=O)OCC)s1	i	i	i	i	i	i	i	0.0	10	i	i
Clc1cccc(CNc2nc(-c3cccnc3)nc3ccccc23)c1	.	i	i	.	i	.	i	1.1	3	i	i
CCC/C=C(\CCC)C(NC(=O)OCC(C)C)c1ccc(C(=O)OC)cc1 (stereo not given)	i	i	i	i	i	i	i	0.3	17	i	i
COC(=O)c1c(NC(NC(=O)C(C)C)C(Cl)(Cl)Cl)sc2c1CCC2 (stereo not given)	i	i	i	i	i	i	i	-0.9	-11	i	i
CCOC(=O)C1CCN(Cc2cc(=O)oc3c(C)c(C)ccc23)CC1	i	i	i	i	i	i	i	-2.0	9	i	i
Cc1cc(C)c(-c2c(O)c3cccc4c3n(c2=O)CCC4)c(C)c1	i	i	i	i	i	i	i	0.1	12	i	i
CCOc1ccccc1-c1nc(-c2cccc(Br)c2)no1	i	i	i	i	i	i	i	0.5	6	i	i
COc1cc(NC(=O)CSc2nnc(NC(C)C)s2)cc(OC)c1OC	i	i	i	i	i	i	i	0.5	12	i	i
COc1ccc2[nH]c(CN3CCN(CC=C(C)C)C(CCO)C3)c(C)c2c1 (stereo not given)	i	i	i	i	i	i	i	-4.2	32	i	i
CCN(CC)S(=O)(=O)c1ccc(N(C)Cc2cccc(OC)c2OC)nc1	i	i	i	i	i	i	i	-0.3	12	i	i
c1ccn2c(c1)nc1c2nc2ccccn21	i	i	i	i	i	i	i	0.3	13	i	i
CSCC[C@H](NC(=O)C(C)(C)Oc1ccc(Cl)cc1)c1nc2ccccc2[nH]1	i	i	i	i	i	i	i	-0.4	13	i	i
N#CCCN(CCC#N)c1nncs1	i	i	i	i	i	i	i	-0.3	18	i	i
COc1ccc2c(c1)C=C(CN1CCN(C3CCCC3)C(CCO)C1)CO2 (stereo not given)	i	i	i	i	i	i	i	-0.7	17	i	i
CCOC(=O)c1ccc(NC(=O)CCNc2c(N3CCCC3)c(=O)c2=O)cc1	i	i	i	i	i	i	i	-0.3	17	i	i
CC(=O)c1ccc(NC(=O)C2CCCN2S(=O)(=O)c2cccs2)cc1 (stereo not given)	i	i	i	i	i	i	i	-0.1	22	i	i
Cc1nccn1-c1cc(C(C)(C)C)nc2c(-c3ccccc3)cnn12	i	i	i	i	i	i	i	0.7	4	i	i
O=C(NNC(=O)[C@H]1CC=CC[C@H]1C(=O)O)c1ccc(Cl)cc1Cl	i	i	i	i	i	i	i	-0.6	-4	i	i
COc1ccc(NC(=O)c2c(C)nn(Cc3ccccc3)c2C)cc1S(=O)(=O)N(C)C	i	i	i	i	i	i	i	0.2	20	i	i
CCC(=O)c1ccc(OCC(=O)Nc2nn3cnnc3s2)cc1	i	i	i	i	i	i	i	-25	28	i	i
Cc1cc(=O)oc2c(C)c(OCC(=O)NCCCN3CCOCC3)ccc12	i	i	i	i	i	i	i	0.2	27	i	i
CS(=O)(=O)/C(C#N)=C/c1cccn1S(=O)(=O)c1ccccc1	i	i	i	i	i	i	i	1.8	7	i	i
COc1ccc(/C=N/NC(=S)NC2CCS(=O)(=O)C2)cc1 (stereo not given)	i	i	i	i	i	i	i	-0.8	-2	i	i
O=C1CCN(Cc2ccccc2)CCN1[C@H](CSc1ccccc1)c1ccccc1	i	i	i	i	i	i	i	-2.4	15	i	i
Cc1ccc(S(=O)(=O)N2CCOCC2)cc1NC(=O)COC(=O)c1ccc2c(c1)OCO2	i	i	i	i	i	i	i	0.1	8	i	i
COc1ccc(Cl)cc1N(CC(=O)N1CCCC1)S(C)(=O)=O	i	i	i	i	i	i	i	0.2	?	i	i

Sorted by length of the SMILES (ascending): some entries from above.
SMILES	MrgX1 PAM	TRPC4 agonist	TRPC6 activator	MrgX1 antag	TRPC4 PAM	MrgX1 ag	PolyA inh	HIF activator	AI-2 QS mod	TRPC4 block	TRPC6 inh
CCC(=O)c1ccc(OCC(=O)Nc2nn3cnnc3s2)cc1	i	i	i	i	i	i	i	-25	28	i	i
CS(=O)(=O)/C(C#N)=C/c1cccn1S(=O)(=O)c1ccccc1	i	i	i	i	i	i	i	1.8	7	i	i
O=C1CCN(Cc2ccccc2)CCN1[C@H](CSc1ccccc1)c1ccccc1	i	i	i	i	i	i	i	-2.4	15	i	i
